C2C12 statin: suppression of simvastatin myotoxicity | 330,000 tested, 0.78% active | rescue of ATP level, % at 7.49 µM | C2C12 myotubes + simvastatin, ATP luminescence, 48 h; scaled: DMSO 0, geranylgeraniol control 100;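 active = mean ATP rescue above about 67%, or every replicate alone reaching that limit, limit read from the data, passing the limit was not always enough; inconclusive = no clear call, values can overlap the other calls; inactive = mean under the limit and some replicate under it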;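 also: myotubes were challenged with 10 µM simvastatin during compound exposure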
Cneo AK release: causes C. neoformans cell lysis. adenylate kinase release luminescence, 4 h; normalised: neutral wells 0, clomiphene wells 100. lysis activity, % at 15 µM. 360,000 tested, 0.2% active. AID 651654;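 active = mean lysis activity across replicates of at least 80%, whatever share of replicates individually reach that level; inactive = mean lysis activity below 80%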
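Material – Cryptococcus neoformans yeast cells · Quantity – 5 × 10^6 yeast cells/mL · Buffer or medium – YPD medium · Compound – single dose · Timing – 4 h static compound exposure, 37 °C, read 1 h post-reagent · Signal – adenylate kinase release luminescence · Read-out basis – lysis from increased AK signal · Benchmarks – Clomiphene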
ARNT-TACC3 inh: ARNT/TACC3 interaction disruption | AlphaScreen His-ARNT PAS-B/GST-TACC3 binding, luminescence; TACC3 fragment carries E629A point mutation | inhibition, % at 9.99 µM | 390,000 tested, 0.66% active;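 active = mean inhibition of replicates at least 50% and at least half of replicates each reaching 50%; inconclusive = half or more replicates reach 50% but mean below 50%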;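 also: 0% = complete ARNT plus TACC3 wells and 100% = ARNT alone without TACC3; many hits fall short of the cut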
esBAF inh: SWI/SNF esBAF complex inhibition | mouse ES cells, Bmi1-luciferase knock-in reporter, 24 h; 100% = twice the neutral-well signal | reporter increase, % at 12.5 µM | 350,000 tested, 2% active; in the data active = activation above about 40%; inconclusive = no clear call, values can overlap the other calls;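 also: 0% = median of the plate's neutral control wells and 100% = double that signal; a rise in the Bmi1 reporter signal indicates esBAF inhibition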
ERp5 inh: inhibitors of human ERp5. 350,000 tested, 0.05% active. inhibition, % at 9.99 µM. ERp5 insulin aggregation, absorbance 650 nm, 90 min. Q15084;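 active = mean replicate inhibition above about 25%, with every replicate also reaching it, limit read from the data, passing the limit was not always enough; inconclusive = only one of those two criteria met; inactive = neither criterion met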
Target sequence (Q15084 whole entry, looked up): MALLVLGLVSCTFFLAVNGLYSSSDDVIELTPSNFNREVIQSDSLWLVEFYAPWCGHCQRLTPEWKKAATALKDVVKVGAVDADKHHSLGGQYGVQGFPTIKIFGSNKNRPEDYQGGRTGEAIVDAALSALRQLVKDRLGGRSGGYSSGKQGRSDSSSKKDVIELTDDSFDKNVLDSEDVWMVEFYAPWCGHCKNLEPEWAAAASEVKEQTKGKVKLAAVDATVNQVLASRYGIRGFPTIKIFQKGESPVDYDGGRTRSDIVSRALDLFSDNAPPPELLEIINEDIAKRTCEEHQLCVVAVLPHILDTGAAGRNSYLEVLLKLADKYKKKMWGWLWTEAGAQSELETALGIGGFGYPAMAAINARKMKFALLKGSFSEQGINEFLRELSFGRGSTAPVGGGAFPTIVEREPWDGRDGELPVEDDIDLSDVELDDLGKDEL
SIRT5 block: blocks human SIRT5 desuccinylation of peptide. Q9NXA8. Purified SirT5, succinyl-peptide AMC, trypsin-coupled fluorescence. inhibition, % at 15 µM. 330,000 tested, 1.1% active. AID 652115; in the data active = inhibition above about 15%; inconclusive = no clear call, values can overlap the other calls
Target sequence (Q9NXA8 whole entry, looked up): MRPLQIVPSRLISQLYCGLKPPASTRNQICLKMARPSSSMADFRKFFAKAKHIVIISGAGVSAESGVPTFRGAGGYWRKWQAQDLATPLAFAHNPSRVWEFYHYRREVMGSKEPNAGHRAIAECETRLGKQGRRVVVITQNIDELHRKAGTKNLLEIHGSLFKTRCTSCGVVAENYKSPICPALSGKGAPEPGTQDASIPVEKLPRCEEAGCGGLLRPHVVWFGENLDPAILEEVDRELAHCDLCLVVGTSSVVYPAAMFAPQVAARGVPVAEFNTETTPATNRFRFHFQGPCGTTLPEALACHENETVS
miR122 inh: miR-122 inhibition in Huh7 cells. Huh7 miR-122 Renilla luciferase sensor, 48 h; neutral wells = 0, positive control = 100. activation (reporter increase), % at 12.5 µM. 340,000 tested, 0.3% active. AID 602342;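 active = mean replicate activation score at least 90 and every replicate individually at or above 90; inconclusive = only one of the two criteria met; inactive = neither criterion met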;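 also: higher luciferase means less miR-122 activity so hits act as miR-122 inhibitors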
* hit, by the source's call; ? = inconclusive; · = no result given; & = joins results of further samples; [ ] = remark or other dose.

SMILES	C2C12 statin	Cneo AK release	ARNT-TACC3 inh	esBAF inh	ERp5 inh	SIRT5 block	miR122 inh
CC(C)C#Cc1ccc2c(c1)O[C@@H](CN(C)C(=O)c1cccc(F)c1)[C@H](C)CN([C@@H](C)CO)S2(=O)=O	-24	2	·	0	1	4	9[16.7 µM]
CN(C)CCn1c2c(c(SCC(=O)Nc3cccc(C(F)(F)F)c3)nc1=O)CCCC2	-14	3	-14	1	1	1	7
O=C(c1c(Cl)nc2sccn12)N(C(=O)c1c(Cl)nc2sccn12)c1ccc(Cl)cn1	18	-2	-3	39	·	·	1
O=Cc1c(OCc2ccccc2)ccc2ccccc12	-1	-1	-9	100*	-21	2	3
COC(=O)c1ccc(OC(=O)c2cccnc2SC)cc1	-4	·	-4	-3	1	-4	-8
Cc1ccc(C)c(NS(=O)(=O)c2cc(C(=O)Nc3ccccc3-c3ccccc3)ccc2Cl)c1	8	-17	·	-7	-2	-2	11
Cc1cc(C)c2ccc(=S)[nH]c2n1	4	4	1	-7	3	1	-13
COC(=O)Cc1nc(NC(=O)c2cccs2)sc1C	18	-3	-2	25	·	·	·
CC(=O)/C=C(\C)NCCNc1c(F)c(F)c(CO)c(F)c1F	·	0	-8	-1	·	·	-6
O=C(NC1CCCCC1)C(c1ccc2ncccc2c1)N(Cc1ccc(F)cc1)C(=O)c1ccc2c(c1)OCCO2 (stereo unspecified)	2	2	1	-7	-3	-1	-1
COc1ccc2c(c1)CCc1c(C(=O)NCc3cccnc3)noc1-2	-8	5	-8	19	2	2	-3
O=C(NCc1ccccc1)C1CCC(=O)N(CC2CCCCC2)C1 (stereo unspecified)	-13	2	2	-3	-4	2	-2
CC1CCc2sc(C(=O)NCc3ccccn3)cc2C1 (stereo unspecified)	-3	1	-4	·	-2	0	31
COc1ccc2c(c1)c1nc3n(c(=O)c1n2CC(=O)Nc1ccccc1)CCS3	0	-3	-9	2	1	1	·
C/C(=N\Nc1nc(C)cc(-c2ccccc2)n1)c1ccc(O)cc1	-18	-3	10	20	2	1	-14

The list goes on; it opens with the 3 that closed the last part.
SMILES	C2C12 statin	Cneo AK release	ARNT-TACC3 inh	esBAF inh	ERp5 inh	SIRT5 block	miR122 inh
CC1CCc2sc(C(=O)NCc3ccccn3)cc2C1 (stereo unspecified)	-3	1	-4	·	-2	0	31
COc1ccc2c(c1)c1nc3n(c(=O)c1n2CC(=O)Nc1ccccc1)CCS3	0	-3	-9	2	1	1	·
C/C(=N\Nc1nc(C)cc(-c2ccccc2)n1)c1ccc(O)cc1	-18	-3	10	20	2	1	-14
O=C(CSc1nc2ccccc2[nH]1)c1cccs1	28	-1	1	79*	·	·	-2
Cc1ccccc1S(=O)(=O)N1[C@@H](C#N)[C@H](c2ccccc2)[C@@H]1CO	-11	-2	-1	-2	-2	1	·
COc1ccc(CCN2C(=O)CC(Cc3cccc(C)c3)C2=O)cc1OC (stereo unspecified)	·	·	4	·	2	1	-5
CCCCNC(=O)c1nn2c(C(F)(F)F)cc(-c3ccccc3)nc2c1Br	-55	-2	0	-10	5	2	4
Nc1ccc(-c2nc3ccccc3[nH]2)cc1	-13	0	2	-36	4	·	-3
Cc1ccccc1C(=O)N1CCN(c2ccc(NC(=O)c3cccnc3Cl)cc2)CC1	·	·	11	·	-2	1	·
CSc1ncc(CNc2cc([N+](=O)[O-])ccc2C)c(N)n1	3	-2	3	-7	-5	-2	·
Cc1ccc(OCC(=O)Nc2ccccc2C(=O)NC2CC2)cc1	4	0	-1	-1	-9	-3	2
CC(=O)N1[C@@H]2Cn3c(ccc(C4=CCCC4)c3=O)[C@H]1[C@@H](C(=O)N[C@@H](C)c1ccccc1)[C@@H]2CO	-21	6	-6	-1	5	-21	-6[16.7 µM]
CC1Cc2cc(S(=O)(=O)N3CCCC(C(=O)N4CCCCC4)C3)ccc2N1C(=O)C1CC1 (stereo unspecified)	12	0	1	0	-6	-7	·
CN1CCCN(C(=O)C2CCC(C(=O)N3CCCN(C)CC3)CC2)CC1 (stereo unspecified)	·	·	-3	·	3	-2	-6
C[C@@H]1CN([C@H](C)CO)S(=O)(=O)c2ccc(C#C[C@@H](C)O)cc2O[C@H]1CN(C)Cc1ccc(-c2ccccc2)cc1	-68	2	0	-7	1	30*	-22[16.7 µM]
O=C(Nc1ccc(Oc2ccccc2)cc1)c1csc([C@@H]2O[C@H](CO)[C@H](O)[C@H](O)[C@H]2O)n1	-11	-1	·	-2	-2	-3	2
Cc1ccc(S(=O)(=O)N2CCCOC2CNC(=O)C(=O)NCc2ccccn2)cc1 (stereo unspecified)	·	0	0	·	3	1	-1
C=CCn1c(SCC(=O)Nc2cccc3ccccc23)nnc1-c1cnccn1	29	-1	-13	-7	·	·	-15
NNc1nnc(-c2ccccc2)c(-c2ccccc2)n1	4	0	52*	-7	·	·	1
COc1ccc(-c2cc3c(c4c2ccn4C)C2CCC3C2)cc1F (stereo unspecified)	-16	0	·	-2	2	-1	1
C/C(N)=C(/C#N)C(=O)COC(=O)CSc1ccccc1	-7	-1	7	2	·	·	0
O=C(COc1ccccc1F)NNC(=O)Cn1c(=O)cnc2ccccc21	7	0	-3	-15	3	-2	-5
CCOc1cccc(/C=N/Nc2ccc(S(=O)(=O)N(CC)CC)cn2)c1O	·	·	9	·	-4	3	·
C/C=C/C(=O)OCC(=O)Nc1cccc(F)c1	·	·	1	·	4	-3	·
C[C@@H]1CN([C@@H](C)CO)C(=O)CCCn2cc(nn2)CO[C@H]1CN(C)C(=O)Nc1ccc(C(F)(F)F)cc1	7&2	1&-11	-9&-8	4&2	-3&-1&-4	6&-1&-2	3&2[16.7 µM]
COC(=O)c1ccc(/C=N/NC(=O)c2cccc(F)c2)cc1	·	-3	-1	·	-1	0	3
CCOC(=O)CCNC(=O)N1CCCC(N(C)CCc2ccccc2)C1 (stereo unspecified)	-5	1	-2	-7	0	4	0
CN(C)S(=O)(=O)N1CCC(Oc2ccc(C(=O)NCC(C)(C)CO)cc2)CC1	·	·	-2	·	1	-1	·
C=CC[C@@H](CC(=O)N[C@H](CO)Cc1ccccc1)C(=O)N[C@@H](COC(=O)[C@@H](CC=C)CC(=O)OC(C)(C)C)Cc1ccccc1	-3	-2	-5	7	3	18*	-8
COCCN(C(=O)COC(=O)c1ccc2c(c1)OCO2)c1c(N)n(Cc2ccccc2)c(=O)[nH]c1=O	6	-1	·	-7	-4	·	0
CO[C@H]1CN(C)C(=O)c2cc(NS(=O)(=O)c3ccc(C)cc3)ccc2OC[C@@H](C)N(C)C[C@@H]1C	-17	-2	6	0	-3	1	-4[16.7 µM]
C[C@H]1CN([C@@H](C)CO)C(=O)c2cc(NC(=O)C3CCCCC3)ccc2O[C@H]1CN(C)Cc1ccc(C(=O)Nc2ccccc2N)cc1	·	-5	1	-15	7	1	52[16.7 µM]
CC1(c2ccc(F)cc2)OC(=O)c2c1ccc1ccccc21 (stereo unspecified)	10	-2	·	0	0	-9	9
Cn1nc(C(=O)N2CCN(c3ccc(Cl)cc3)CC2)c2c1-c1ccccc1S(=O)(=O)C2	-2	-1	2	-1	-7	3	2
COCCn1c(C)cc(C(=O)CSc2nc3ccccc3s2)c1C	-34	0	-4	-52	·	·	33
COc1ccc(-c2nn(-c3ccccc3C)cc2CNCc2cccnc2)cc1F	-2	0	2	-1	-1	-2	-3
CCOc1ccccc1C(=O)Nc1cc(Cl)ccc1O	·	0	5	-2	·	·	6
O=C(NCC[C@@H]1CC[C@H](NS(=O)(=O)c2ccc(F)cc2)[C@H](CO)O1)Nc1ccc(F)cc1	2	0	13	10	-1	2	·
C=CCn1c(SCC(=O)NC(=O)NCc2ccco2)nc2sc(CC)cc2c1=O	-5	0	2	-2	·	·	1
CCS(=O)(=O)N1CCCC(C(=O)NCc2ccccc2Cl)C1 (stereo unspecified)	4	0	-7	0	·	·	-1
C[C@H]1CCCCO[C@H](CN(C)C(=O)NC2CCCCC2)[C@@H](C)CN([C@@H](C)CO)C(=O)c2cc(N(C)C)ccc2O1	-20	3	6	4	4	-1	-3[16.7 µM]
CC(O)CNc1nc2c(c(=O)n(C)c(=O)n2C)n1Cc1cccc(C(F)(F)F)c1 (stereo unspecified)	11	2	18	7	·	·	0
Cc1nn(CC2CC2)c(=O)n1N(C)c1ncc(C(F)(F)F)cc1Cl	0	2	-7	1	-3	0	4
COCCNC(=S)NNc1ccccc1[N+](=O)[O-]	·	·	12	·	4	-3	·
COc1ccc(N=Cc2c(O)c3ccccc3n2C(C)=O)cc1	5	-1	-1	27	?	-2	6
CSCC[C@H](NC(=O)[C@@H]1Cc2ccccc2CN1)C(=O)Nc1ccc2c(c1)OCCO2	4	1	3	-19	3	0	-1
CC(=O)Nc1ccc(NC(=O)CS(=O)(=O)c2cn(CC(=O)N3CCCCC3)c3ccccc23)cc1	·	-1	-1	·	4	0	2
CCCc1cn(CC[C@H]2CC[C@H](NC(=O)C3CCC3)[C@@H](CO)O2)nn1	7	-4	-8	3	-1	0	·

2 entries from above, with two lines to a compound:
Order of results – C2C12 statin, Cneo AK release, ARNT-TACC3 inh, esBAF inh, ERp5 inh, SIRT5 block, miR122 inh
COc1ccc(-c2nn(-c3ccccc3C)cc2CNCc2cccnc2)cc1F
  -2, 0, 2, -1, -1, -2, -3
CC(=O)Nc1ccc(NC(=O)CS(=O)(=O)c2cn(CC(=O)N3CCCCC3)c3ccccc23)cc1
  ·, -1, -1, ·, 4, 0, 2

(next part)
SMILES	C2C12 statin	Cneo AK release	ARNT-TACC3 inh	esBAF inh	ERp5 inh	SIRT5 block	miR122 inh
Cc1cnc(C(=O)OCC(=O)NC2CCCC(C)C2C)cn1 (stereo unspecified)	·	0	0	-4	·	·	-5
COc1cccc(S(=O)(=O)Nc2ccc3c(c2)[C@H]2C[C@@H](CC(=O)NCC(F)(F)F)O[C@@H](CO)[C@H]2O3)c1	-6	-4	0	-2	-10	-10	1[16.7 µM]
Cc1cccn2c(=O)c(C=O)c(N3CCN(C)CC3)nc12	6	12	5	5	1	0	6
Cc1ccccc1CN(CC1CCC(C(=O)O)CC1)C(=S)Nc1ccccc1F (stereo unspecified)	0	7	-8	10	0	-3	-2
O=C(Nc1nccs1)c1ccc(COc2ccccc2Cl)o1	-6	-2	-1	?	7	3	-9
O=C(C[C@H]1CC[C@@H]2[C@H](COC[C@@H](O)CN2C(=O)Nc2ccc(Cl)cc2)O1)NCC1CC1	-12	-4	13	19	0	-2	1[16.7 µM]
O=C(COc1cc(F)ccc1[N+](=O)[O-])Nc1ccc(N2CCCCC2)cc1	-19	-4	31	-9	-5	-1	·
Cc1nnc(SCC(=O)Nc2cccc(Br)c2)s1	-2	8	5	-9	-4	-3	·
CC(=O)c1ccccc1NC(=O)C1CC(=O)N(c2ccc3c(c2)OCCO3)C1 (stereo unspecified)	1	1	-3	-6	11	-1	-4
CC(C)(C)c1ccc(-n2nc(C#N)c(Cl)cc2=O)cc1	·	·	·	·	0	2	-23
O=C(CCN1C(=O)c2cccc3cccc(c23)C1=O)Nc1ccccc1	9	0	-5	-1	4	3	-8
COCCN1C(=O)N(c2cccc(OC)c2)C(=O)C1CC(=O)Nc1ccc(OC)cc1 (stereo unspecified)	0	-2	-5	3	1	·	3
O=[N+]([O-])c1ccccc1SNc1ccc(Br)cn1	-6	9	·	1	0	-1	1
C[C@@H]1CN([C@@H](C)CO)S(=O)(=O)c2ccc(/C=C/c3ccccc3)cc2O[C@@H]1CN(C)Cc1ccccc1	-4	2	23	-5	-1	19*	-15[16.7 µM]
C[C@H]1CN([C@@H](C)CO)C(=O)Cc2cc(NC(=O)Cc3cn(C)c4ccccc34)ccc2O[C@H]1CN(C)Cc1ccc(C(=O)O)cc1	-14	2	-8	4	7	-2	-5[16.7 µM]
COc1ccccc1N(CC(=O)Nc1cc(C)on1)S(=O)(=O)c1cccc(C(F)(F)F)c1	3	1	-3	-4	0	0	·
Cc1cc(=O)oc2cc(OCC(=O)NCCCN3CCOCC3)c(Cl)cc12	-1	-1	1	2	-6	-1	-13

Bioassay records deposited in PubChem BioAssay by Broad Institute.
